Source: PubChem (several laboratories)
ABCB6 inh 2 = blocks the human ABCB6 transporter; Q9NP58; fluorescence ratio to DMSO, % at 10 µM; K562-ABCB6 porphyrin accumulation, flow cytometry, 1 h; hits give low values; actives 0.19% (n = 360,000); AID 602162;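 active = fluorescence ratio to DMSO below 75%, the collection mean minus 3 SD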;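 note: signal is porphyrin accumulated inside mitochondria; 100% equals median channel fluorescence of DMSO control wells; lower ratio means ABCB6 inhibition with less porphyrin fluorescence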
HTR2A ag = activates the mouse 5-HT2A serotonin receptor; P35363; CHO-K1 mHTR2A beta-arrestin complementation, luminescence; percent of 30 µM serotonin response; activation, % at 7.6 µM; actives 0.66% (n = 360,000);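 active = activation above a run cutoff, the mean activation of all tested compounds plus 3 SD, cut at about 14% in these data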;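 note: 0% = plate median of compound wells and 100% = 30 µM serotonin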
Target sequence (P35363 whole entry, looked up): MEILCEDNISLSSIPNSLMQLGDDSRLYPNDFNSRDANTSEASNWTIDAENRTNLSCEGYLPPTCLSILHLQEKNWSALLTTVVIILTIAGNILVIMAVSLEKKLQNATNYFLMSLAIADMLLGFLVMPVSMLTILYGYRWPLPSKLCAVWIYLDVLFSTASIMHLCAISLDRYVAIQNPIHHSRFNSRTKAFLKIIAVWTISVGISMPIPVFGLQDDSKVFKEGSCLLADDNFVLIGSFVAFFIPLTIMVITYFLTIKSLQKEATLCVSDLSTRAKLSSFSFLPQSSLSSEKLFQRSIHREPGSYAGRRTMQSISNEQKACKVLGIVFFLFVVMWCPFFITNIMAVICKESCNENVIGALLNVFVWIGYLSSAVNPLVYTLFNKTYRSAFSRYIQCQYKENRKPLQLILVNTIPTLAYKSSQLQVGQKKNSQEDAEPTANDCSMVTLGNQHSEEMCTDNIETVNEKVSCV
MC4R antagonist = antagonists of human melanocortin 4 receptor (MC4R) | P32245 | AID 540295 | actives 0.48% (n = 360,000) | MC4R-expressing cells, MTII-stimulated cAMP, LANCE TR-FRET | inhibition, % at 6.5 µM;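 active = inhibition above its plate's cutoff, the mean of tested wells on that plate plus 3 SD, cut at about 29% in these data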;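 note: 0% = Melanotan II alone and 100% = Melanotan II plus saturating MCL0020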
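Material: U2OS-MC4R stable cell line | Reagent: Melanotan II challenge after compound preincubation | Doses: One concentration, 6.5 µM nominal | Incubation: 30-min compound preincubation, 1-h Melanotan II challenge, 1-h detection, room temperature | Signal: TR-FRET cAMP assay | Replicates: One well per compound, no replicates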
N-glyco inh = N-linked glycosylation inhibition. D54 ERlucT glycosylation luciferase reporter, 24 h; percent of 100 nM tunicamycin response. reporter increase, % at 12.5 µM. actives 0.23% (n = 360,000). AID 588692;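 active = mean luciferase reporter signal, scaled so untreated is 0 and the glycosylation-blocking control 100, at or above a set limit in every replicate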;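 note: luciferase carries N-glycosylation sites so blocking glycosylation raises the light; 0% = median of neutral control wells and 100% = median of 100 nM tunicamycin wells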
ABHD5-PLIN5 inh = inhibitors of human ABHD5-perilipin-5 interaction. Split G. princeps luciferase complementation, luminescence, 4 h. inhibition, % at 4 µM. actives 0.78% (n = 360,000). AID 602281;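 active = inhibition above the mean inhibition across every tested compound plus 3 SD, cut at about 22% in these data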;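 note: 0% = DMSO only wells and the 100% control is not disclosed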
Cardio protect = modulators protecting cardiomyocytes from myocardial damage | H9c2 cardiomyocytes, H2O2 injury protection, ATPLite, 2 h | protection from H2O2 cell death, % at 20 µM | actives 0.63% (n = 360,000) | AID 588492;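 active = compounds giving at least 50% protection of heart cells from peroxide-induced death in the single-dose screen, raw or plate-pattern-corrected value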;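 note: 0% = DMSO wells with peroxide and 100% = DMSO wells without peroxide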
NOD2 RIPK2 PPI = NOD2-RIPK2 protein interaction inhibition; O43353; inhibition, % at 4.98 µM; CHO BLA complementation NOD2-RIPK2, CCF4 ratio; actives 0.38% (n = 360,000); in the data active = inhibition above about 21%;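 note: 0% = vehicle only and 100% = reference blocker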
Target sequence (O43353 whole entry, looked up): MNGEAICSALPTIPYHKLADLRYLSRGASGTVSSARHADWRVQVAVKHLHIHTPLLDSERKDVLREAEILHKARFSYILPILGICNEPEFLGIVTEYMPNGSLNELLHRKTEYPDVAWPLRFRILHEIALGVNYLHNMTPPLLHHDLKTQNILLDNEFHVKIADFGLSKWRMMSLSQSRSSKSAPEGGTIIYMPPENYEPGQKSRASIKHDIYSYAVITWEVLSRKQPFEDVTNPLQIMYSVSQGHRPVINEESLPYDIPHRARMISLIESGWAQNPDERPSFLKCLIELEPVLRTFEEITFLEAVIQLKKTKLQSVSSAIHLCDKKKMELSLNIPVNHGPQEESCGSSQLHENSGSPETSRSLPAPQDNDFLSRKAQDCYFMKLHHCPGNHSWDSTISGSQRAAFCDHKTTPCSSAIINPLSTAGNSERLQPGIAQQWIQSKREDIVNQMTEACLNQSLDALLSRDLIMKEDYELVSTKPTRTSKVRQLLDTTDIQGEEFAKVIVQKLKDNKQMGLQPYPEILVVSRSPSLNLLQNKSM
NCOA2 inhibitor = human SRC2 (NCOA2) inhibition. Q15596. HEK293 GAL4-SRC2 luciferase reporter, luminescence. inhibition, % at 9 µM. actives 0.17% (n = 370,000);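 active = inhibition above the mean inhibition of all tested compounds plus 3 SD, set per campaign, cut at about 52% in these data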;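 note: 0% = DMSO treated cells and 100% = cells given Gossypol at 36 µM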
TLR9-MyD88 inh = blocks human TLR9 binding to MyD88; CHO BLA complementation TLR9-MyD88, CCF4 FRET ratio; inhibition, % at 4.98 µM; actives 0.21% (n = 340,000); AID 504734;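 active = inhibition above the mean over all tested compounds plus 3 SD, cut at about 21% in these data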;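 note: 0% = DMSO only wells and 100% = clavulanate BLA inhibitor control wells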
MC4R barr agon = human MC4R agonism via beta-arrestin | P32245 | activation, % at 8.9 µM | AID 540308 | actives 0.98% (n = 360,000) | U2OS MC4R beta-arrestin complementation, luminescence; percent of melanotan II response, DMSO zero;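 active = activation above a per-plate cutoff, the mean activation of sample wells on that plate plus 3 SD, cut at about 8% in these data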
* = called active by the depositor; x = no result given. Not all compounds are listed; count on the stated rates, not on these rows.

SMILES	ABCB6 inh 2	HTR2A ag	MC4R antagonist	N-glyco inh	ABHD5-PLIN5 inh	Cardio protect	NOD2 RIPK2 PPI	NCOA2 inhibitor	TLR9-MyD88 inh	MC4R barr agon
O=C(CC(Cc1ccccc1)C(=O)O)Nc1ccccc1 (centres undefined)	80	6	3	0	-3	4	-25	-11	0	0.0
O=C(Nc1nc2ccccc2s1)c1cccc(S(=O)(=O)N2CCc3ccccc32)c1	95	3	8	-2	-3	-12	2	-8	7	1.7
Cn1c(Cc2ccccc2)nnc1SCC(=O)c1cccs1	101	0	1	1	-1	3	2	-24	-4	1.3
O=c1c2ccccc2ccc2ccccc12	106	-2	11	1	-4	-9	-1	-1	-3	1.1
C[C@]12C(=O)N(c3ccc(Cl)cc3)C(=O)N1[C@@H]1c3ccccc3OC[C@@H]1[C@H]2c1ccccc1	93	2	3	-5	-7	-3	4	-2	-1	-0.3
CC(C)(CNC(=O)c1ccc(NS(=O)(=O)c2ccc(Br)cc2)cc1)N1CCOCC1	101	-5	11	0	-6	-4	-11	14	-11	-1.0
CCNC(=O)C[C@@H]1C=C[C@@H](NS(=O)(=O)c2ccc(F)cc2)[C@@H](CO)O1	x	5	x	x	8	x	-5	3	x	x
CCCCCCn1cc(CN2CC(N3CCN(Cc4ccccc4F)CC3)CS2(=O)=O)nn1 (centres undefined)	116	1	x	x	-2	x	6	3	x	x
CCOc1cccc2sc(N(CCCN(C)C)C(=O)c3ccc(C(=O)c4ccccc4)cc3)nc12	96	-14	8	1	16	4	6	-3	2	2.5
O=C(CS(=O)(=O)c1ccccc1)N1CCN(c2ccccc2)CC1	98	-12	-5	1	2	-2	-10	-6	1	-1.2
Cc1ccc2oc(=O)c3cnn(CC(=O)N(CCCN4CCOCC4)Cc4ccco4)c3c2c1	104	-5	7	0	5	4	0	5	1	1.0
COc1ccc(CNS(=O)(=O)c2ccc(C3CNC(=O)C3)cc2)cc1 (centres undefined)	100	2	13	-2	-7	1	6	-1	7	-2.2
C[C@H]1CNC(=O)c2c(C(=O)Nc3ccc(CNC(=O)OC(C)(C)C)cc3)ncn21	92	8	17	-5	-3	-15	-6	-3	8	-0.5
O=C(C(=O)N1CCC(Cc2ccccc2)CC1)c1cccs1	x	-1	x	x	-1	x	-15	10	x	x
CCOC(=O)C1CCCN(C(=O)c2ccc(S(=O)(=O)NCc3ccco3)cc2)C1 (centres undefined)	99	7	0	0	0	-3	-6	0	7	-0.7
Cc1cc2c(cc(C(=O)OC(C)C(=O)NCc3ccccc3)n2C)o1 (centres undefined)	103	-3	13	0	6	1	0	-21	5	0.0
O=S(c1ccsc1)c1ccsc1	99	-3	-2	0	3	10	8	-21	3	-0.9
CCC(=O)NC(=S)Nc1ccc(NC(=S)NC(=O)c2ccc(C)cc2)cc1	102	6	12	1	0	-7	-1	5	5	-1.8
COc1ccccc1C(=O)NCC(c1ccco1)N1CCc2ccccc21 (centres undefined)	95	0	10	-4	-1	0	-1	-26	-5	-3.4
Cc1ccc(-n2c([C@@H]3C[C@H]3c3ccccc3)n[nH]c2=S)cc1	99	-1	-3	5	-2	4	-9	-9	9	-3.4
Cc1cccc(C)c1-n1nnnc1C1(C)CCC(=O)N1CCOc1ccccc1 (centres undefined)	101	-4	x	x	5	x	-8	8	x	x
CC(=O)c1ccccc1N(C(=O)Cn1nnc2ccccc21)C(C(=O)NCC1CCCO1)c1ccc(N2CCOCC2)cc1 (centres undefined)	102	5	2	1	1	6	-2	12	0	-0.7
O=S1(=O)CC(N2CCN(CCO)CC2)CN1C1CCCC1 (centres undefined)	98	1	x	1	10	10	11	-1	x	x
O=S(=O)(NCc1ccncc1)c1ccc(Br)s1	95	4	1	-2	3	-29	-13	20	-1	-0.4
CC(=O)Nc1cc(-c2cccc(NS(C)(=O)=O)c2)cn2c(-c3cccc(C(F)(F)F)c3)cnc12	101	2	12	2	-3	21	-6	7	x	0.4
CC(Sc1ccc(S(=O)(=O)N2CCN(C)CC2)cn1)C(=O)NC1(C#N)CCCCC1 (centres undefined)	105	5	3	0	-1	-4	1	-15	-3	-3.8
CCOc1ccccc1NC(=O)CCc1nnc2ccc(N3CCC(C)CC3)nn12	95	2	0	3	2	9	-17	-32	4	0.7
Oc1c(N=NC(=S)Nc2ccccc2F)c2ccccc2n1Cc1ccc(F)cc1	105	-4	-2	1	5	23	2	-5	-10	-3.0
N=c1c(-c2nc3ccccc3[nH]2)cc(C(=O)c2ccco2)nn1-c1ccccc1	107	4	-8	16	4	-2	-7	-1	4	-3.6
C[C@H](NS(=O)(=O)c1ccccc1)C(=O)N1CCN(C(c2ccccc2)c2ccccc2)CC1	97	2	11	0	13	1	6	-3	-2	-0.2
O=S(=O)(Nc1ccccn1)c1ccc(Oc2ccccc2)cc1	94	0	-5	-1	-3	1	0	9	0	-1.6
CCOc1ccc(CNC(=O)C2CCCN(c3nnc(C)c4c(C)n(-c5ccccc5)nc34)C2)cc1 (centres undefined)	97	-5	14	1	8	-6	-1	11	-18	5.3
COc1ccc(-n2nnnc2CNC(=O)C(=O)c2c(C)[nH]c3ccccc23)cc1	95	-2	-10	0	11	-2	-14	13	-1	-0.3
COc1ccc(C(=O)N2CCn3c(C)ccc3C2C)cc1 (centres undefined)	90	3	-9	2	4	5	-7	9	3	0.6
CN1CCN(C(=O)CCCOc2ccc(Cl)cc2Cl)CC1	104	-3	-3	1	5	-3	-5	16	4	0.3
Cc1ccc(S(=O)(=O)NC(=O)C2(C)CCN2C(=O)COc2ccc(Cl)cc2)nc1 (centres undefined)	99	3	-5	1	-5	-3	9	12	x	2.5
Cc1ccc(CNC(=O)/C=C/c2ccc(Br)o2)cc1	98	-3	3	0	15	9	-16	-10	-7	-0.2
CC(=O)Nc1ccc(C(=O)NCC2CCCCC2)cc1	99	2	7	1	3	4	2	-28	5	-1.0
O=C(Nc1ccc2nn(-c3ccccc3)nc2c1)c1cccs1	92	-7	11	0	3	-6	-5	-34	-3	10*
CCC1CCCCN1C(=O)c1cc2cc(Br)ccc2oc1=O (centres undefined)	102	-4	-4	3	0	12	0	-4	-7	-1.9
CCOc1ccc(NC(=S)N2CCN(c3ccc(N4CCOCC4)nn3)CC2)cc1	93	6	1	1	-2	-3	-8	9	2	-1.6
CCc1ccccc1NC(=S)/N=C(\N)Nc1nc(C)c2cc(C)ccc2n1	99	-5	-5	8	-3	-4	-31	-18	5	1.9
CC(C)(C)C(=O)Nc1ccc(C(=O)COC(=O)c2ccccn2)cc1	93	3	-2	1	6	-8	-4	-54	3	-2.5
Cc1ccc(C(=O)NC(=S)NCc2ccccc2)cc1	105	-5	11	-1	-2	-7	-6	12	12	0.6
COc1ccccc1/C=C/C(=O)NCC(=O)N/N=C/c1ccccc1[N+](=O)[O-]	90	-1	9	1	-5	-4	-1	12	-4	-1.3
Cc1cc(=O)oc2cc(OCC(=O)OCC(=O)NC(C)C)ccc12	100	3	15	4	-5	9	-1	-4	-8	2.4
O=S(=O)(NC1CC(NS(=O)(=O)OCC(Cl)(Cl)Cl)C2CCCCC12)OCC(Cl)(Cl)Cl (centres undefined)	87	15*	4	-3	-10	-12	-2	x	10	3.1
C=CCn1c(C(CCCC)CC(C)O)n[nH]c1=S (centres undefined)	104	3	4	0	-9	0	-5	14	-1	-1.5
C=CCC[C@@H](Cc1ccc(F)cc1)C(=O)OC[C@H](Cc1c[nH]c2ccccc12)NC(=O)[C@@H](CC=C)CC(=O)N[C@H](CO)Cc1ccccc1	89	8	11	0	-6	-1	-5	-9	0	7.9
COc1cccc(-n2nc(C(=O)Nc3ccc4c(c3)OCO4)c3ccccc3c2=O)c1	95	4	17	-1	-6	10	-6	x	-14	1.9

Next section.
SMILES	ABCB6 inh 2	HTR2A ag	MC4R antagonist	N-glyco inh	ABHD5-PLIN5 inh	Cardio protect	NOD2 RIPK2 PPI	NCOA2 inhibitor	TLR9-MyD88 inh	MC4R barr agon
Cc1cc(C)n(Cc2ccc(Cl)cc2Cl)c(=O)c1S(=O)(=O)c1ccccc1	89	-3	2	-2	1	-22	-3	-6	0	-1.8
CCCCN1C(=O)CC(Sc2ccccc2C(=O)O)C1=O (centres undefined)	103	1	9	2	0	1	-23	13	3	1.2
CC(C)c1ccc(NC(=O)CCNS(=O)(=O)c2cccc3nsnc23)cc1	97	-2	-1	1	-7	-8	4	1	-2	-1.2
Cc1cc(C)c(NC(=O)Cn2cc3c(n2)CCCC3)c(C)c1	102	3	19	0	-1	-9	0	-7	1	-0.8
CC(C)Sc1n[nH]c(=O)n1-c1cccc(C(F)(F)F)c1	93	9	2	3	-2	-2	6	-40	-1	0.4
O=C(Nc1cc(S(=O)(=O)N2CCOCC2)ccc1N1CCOCC1)c1cc2c(s1)CCC2	94	-3	10	0	-3	-6	7	12	1	0.6
COc1c(F)c(F)c(C(=O)Nc2ccccc2N2CCN(C(=O)C(C)C)CC2)c(F)c1F	96	-2	-1	0	1	8	-2	-41	-3	-2.0
Cc1cc(C)c2nc(-c3ccco3)cc(C(=O)O)c2c1	99	-1	13	3	6	-4	-6	-3	-8	-1.6
CCN(CC)C(=O)C1=C(C)NC(=O)NC1c1c(F)cccc1Cl (centres undefined)	94	-2	-6	-1	1	0	2	-1	5	1.4
COC(=O)c1c(NC(=O)COC(=O)[C@@H](NS(=O)(=O)c2cccc(Cl)c2)C(C)C)sc2c1CCC2	97	7	14	-2	0	-5	-13	13	-10	4.1
Cc1nn(CC2CC2)c(=O)n1-c1ccc(Oc2ccccc2)cc1	93	0	4	0	-1	1	-9	-39	-2	-1.8
Cc1ccc(-c2c(C#N)c(N)nc3c2CCCCCC3)o1	105	5	20	-3	21	13	15	16	-2	0.2
O=C(O)c1cccc(Nc2ncnc3ccc(Br)cc23)c1	98	0	8	0	1	-4	-14	-1	11	1.3
NNC(=O)c1nc[nH]c1C(=O)Nc1ccccc1	100	5	16	3	7	-1	-6	-12	-4	2.1
NC(=S)N=Nc1c(O)n(CC(=O)Nc2ccccc2)c2ccccc12	102	-2	1	2	-1	-2	-1	-21	2	1.6
Cc1cccc(N2CCN(C(=O)c3c(Cl)cnn3C)CC2)c1C	97	1	8	0	-5	3	-5	3	-18	-4.1
CCNC(=O)c1cc2c(c(-c3cccc(-c4ccccc4F)c3)n1)[C@@H](CCO)N(C(=O)CC1CC1)C2	87	-7	x	x	6	x	1	-2	x	x
COc1ccc(/C=C/C(=O)Nc2ccccc2C(=O)O)cc1	101	8	26	-15	3	-32	-9	-44	-7	-1.5
Cc1cccc(/C=C/c2onc(C)c2S(=O)(=O)N2CCC(C(=O)N3CCC(C)CC3)CC2)c1	96	-2	3	-3	0	2	2	-12	5	1.3
